Screening results (PubChem)
Giardia kill – Giardia lamblia killing; Giardia lamblia trophozoite viability; activity change, % at 7.66 µM, hits read low; 0.15% of 340,000 active; in the data active = activity change below about -80%; inconclusive = between about -30% and that limit;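 note: parasites exposed to compound for two days anaerobically before the ATP read; % is set by controls: 0 for no effect and ±100 for the full control effect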
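Anaerobic 48 hrs incubation at 37 deg C of 100 trophozoites/well with test compounds; ATPLite 1-Step luminescence, 15-30 min RT, reports cellular ATP as viability.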
hERG WT inh – inhibitors of human wildtype KCNH2 potassium channel. AID 720551. activity change, % at 1.84 µM. U2OS, BacMam KCNH2, thallium flux FluxOr; active compounds read low. 0.37% of 340,000 active;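 active = maximum activity change below -70%; inconclusive = maximum activity change between -70% and -50%; inactive = maximum activity change above -50%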; note: % is set by controls: 0 for no effect and ±100 for the full control effect
Target sequence (Q12809 whole entry, looked up): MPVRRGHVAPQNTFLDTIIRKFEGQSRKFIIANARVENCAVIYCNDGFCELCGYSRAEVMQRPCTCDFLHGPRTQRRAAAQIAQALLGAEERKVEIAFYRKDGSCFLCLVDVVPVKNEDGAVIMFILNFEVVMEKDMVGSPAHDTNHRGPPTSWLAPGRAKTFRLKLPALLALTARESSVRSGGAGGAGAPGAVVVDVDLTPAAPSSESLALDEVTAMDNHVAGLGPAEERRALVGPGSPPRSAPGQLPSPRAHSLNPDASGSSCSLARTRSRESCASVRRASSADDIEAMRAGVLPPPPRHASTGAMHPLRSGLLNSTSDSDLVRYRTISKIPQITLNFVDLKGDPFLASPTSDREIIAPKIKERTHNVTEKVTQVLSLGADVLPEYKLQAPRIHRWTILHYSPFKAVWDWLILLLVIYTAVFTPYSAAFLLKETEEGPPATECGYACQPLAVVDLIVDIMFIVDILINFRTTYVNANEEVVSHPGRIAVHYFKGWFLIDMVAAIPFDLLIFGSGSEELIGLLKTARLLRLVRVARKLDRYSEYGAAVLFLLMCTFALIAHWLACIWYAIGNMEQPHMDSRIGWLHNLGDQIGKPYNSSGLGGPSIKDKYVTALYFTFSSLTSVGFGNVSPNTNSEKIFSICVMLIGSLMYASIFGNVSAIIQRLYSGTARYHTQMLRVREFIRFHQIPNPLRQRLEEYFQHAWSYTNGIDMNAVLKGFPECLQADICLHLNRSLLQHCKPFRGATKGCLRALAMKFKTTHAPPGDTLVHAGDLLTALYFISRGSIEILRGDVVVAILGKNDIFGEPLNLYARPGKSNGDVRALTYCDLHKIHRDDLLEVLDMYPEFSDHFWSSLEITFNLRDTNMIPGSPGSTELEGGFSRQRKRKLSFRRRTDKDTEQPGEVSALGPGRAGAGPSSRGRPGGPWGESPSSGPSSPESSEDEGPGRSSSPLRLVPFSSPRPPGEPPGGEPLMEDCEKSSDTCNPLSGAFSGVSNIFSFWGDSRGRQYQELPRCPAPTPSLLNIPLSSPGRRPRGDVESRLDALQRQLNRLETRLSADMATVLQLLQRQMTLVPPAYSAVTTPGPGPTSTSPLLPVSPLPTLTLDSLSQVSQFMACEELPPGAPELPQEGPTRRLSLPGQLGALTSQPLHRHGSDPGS
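U2OS cells were transduced with wild-type KCNH2 virus (2.03 x 10^8 / mL) for 4 h at room temperature, then cultured overnight at 37 C. Thallium flux was read with FluxOr dye. Rate constants were normalized to DMSO controls.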
A-T KAP1 phos – candidate therapy for ataxia-telangiectasia; AID 485349; […] A-T fibroblasts, KAP-1 phosphorylation AlphaLISA; neocarzinostatin DNA damage 30 min before lysis; Potency, µM (titrated, usually from 57.5 µM), inactives show top-dose activation, hits mostly activators; 0.19% of 320,000 active; note: potency is the fitted concentration of half-maximal effect; % of control where 0% means no effect; nearly all actives have a fitted effect of over 45% in size
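hTERT-immortalized A-T patient fibroblasts ([…]), 500 cells/well in OPTI-MEM, 1% FBS, got compounds for 60 min, then NCS for 30 min at 37C. Lysates were then assayed for phospho-KAP-1 by AlphaLISA (anti-pKAP1 donor, anti-KAP1 acceptor beads), 6 hr at 25C.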
TSHR antag – blocks TSH signaling through the human TSH receptor | AID 504810 | activity change, negative = inhibition, % at 11.5 µM | 0.2% of 330,000 active | TSHR-expressing cells, TSH-stimulated cAMP HTRF, 2 h; active compounds read low;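 active = activity change below a set negative limit, meaning inhibition stronger than a set level, cut at about -70% in these data; inconclusive = activity change between two set negative limits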; note: % is set by controls: 0 for no effect and ±100 for the full control effect
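TSHR-expressing cells were treated with compounds, then stimulated with TSH at EC80 (4nM final) for 2 hours at 37 deg C. Cellular cAMP was measured by HTRF competition between lysate cAMP and cAMP-d2 for a cryptate-labelled anti-cAMP antibody.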
Tb PFK block – inhibitors of T. brucei phosphofructokinase; O15648; T. brucei PFK, ADP-Glo luminescence; Potency, µM (doses to about 57.5 µM), for the others: at the top dose activity, negative = inhibition, most hits filed as inhibitors; 0.17% of 330,000 active; AID 485367;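 note: potency is the fitted concentration of half-maximal effect; 0% = uninhibited 1x PFK enzyme wells and -100% = no-enzyme wells; nearly all actives have a fitted effect of over 60% in size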
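Activity is normalized to no-enzyme wells (full inhibition) and 1.25 nM enzyme wells (no inhibition). Reaction: 0.5 mM F6P, 0.1 mM ATP, 45 min RT, ADP-Glo luminescence; concentration-response curves fitted and classed by quality.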
MLL CXXC-DNA inh – blocks binding of human MLL CXXC domain to DNA. MLL-CXXC / FITC-HOXA9 DNA fluorescence polarization. 0.037% of 290,000 active. Potency, µM (highest dose often 115 µM), for inactives: at the top dose activity change, negative = inhibition, hits mostly inhibitors. Q03164; active = well fitted inhibition curve with a large enough effect in the polarisation, with a control signal flat, not every such curve was filed as active; inconclusive = small, poorly fitted or top-dose-only effect, or effect the other way, or a change in a side signal; inactive = no such curve, though single readings can be large or run the other way; the % refers to the polarisation; note: potency is the fitted concentration of half-maximal effect
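Purified MLL-CXXC (added from a 7 uM solution) was preincubated 5 min at ambient with pinned compounds in 50 mM Tris-HCl pH 7.5, 50 mM NaCl, 1 mM DTT, 0.05% BSA. Fluorescein-labeled HOX-A9 DNA (50 nM solution) followed, 30 min, then polarization read.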
FBPA coupling cs – counter-screen for Giardia aldolase inhibitors: coupling enzyme system; AID 2472; coupling enzyme system counterscreen, AmpLite Red fluorescence; activity change, negative = inhibition, % at 58.2 µM, hits read low; 0.67% of 290,000 active; in the data active = activity change below about -30%; note: % is set by controls: 0 for no effect and ±100 for the full control effect
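Activity here indicates interference with the coupling reaction, not aldolase inhibition. Compounds at 57.5 uM final met coupling enzymes for 10 min at RT; substrate and AmpLite Red detection followed, with a 525/598 nm fluorescence read after 20 min.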
GALK inhibitor – galactokinase (human) inhibition | P51570 | Purified GALK, Kinase-Glo residual ATP luminescence | Potency, µM (doses to about 57.5 µM), for the others: top-dose activity change, negative = inhibition, most hits filed as inhibitors | 0.007% of 270,000 active; note: potency is the fitted concentration of half-maximal effect; % is set by controls: 0 for no effect and ±100 for the full control effect
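Quantitative HTS: GALK 5 nM, ATP 35 uM, galactose 100 uM, 1 h room temperature, then luciferase-based ATP detection.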
TCR act – activators of T cell receptors. Potency, µM (doses to about 9.22 µM), for inactives: top-dose activation of IL-2 secretion, most hits filed as activators. AID 504894. primary human leukocytes, anti-CD3, IL-2 HTRF, 48 h. 330,000 tested, under 10 active; note: % of control where 0% means no effect
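Readout: HTRF IL-2, Eu-cryptate/d2 antibody pair, 320nm excitation, 665nm emission. Stimulus: a-CD3 beads, no co-stimulation. Cells: primary human leukocytes. Exposure: 48 hr with compound.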
Chronic BCR inh – inhibitors of chronic active B-cell receptor signaling | ABC-DLBCL IkBa-CBG/CBR reporter, luminescence ratio, 4 h | Potency, µM (top dose mostly 46.1 µM), without a hit: top-dose ratio change, negative = lower green/red ratio, actives largely listed as inhibitors | 0.05% of 340,000 active | AID 493014; active = well fitted inhibition curve with a large enough effect in the signal ratio, with a control signal flat, not every such curve was filed as active; inconclusive = small, poorly fitted or top-dose-only effect, or effect the other way, or a change in a side signal; the % refers to the signal ratio;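 note: potency is the fitted concentration of half-maximal effect; plate controls were basal doxycycline-induced cells for no effect and cells given 10 µM MG132 for full effect; MG132 reads +100%, hits lower the ratio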
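Doxycycline induced both beetle luciferases in TMD8 lymphoma cells; IKK-driven degradation limits the IkappaBalpha-fused green signal, while red luminescence normalises for cell number and nonspecific effects. Compounds tested up to 46 uM, 4 hrs.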
The depositor's hits bear a star; ? = inconclusive; / = no result given; [ ] = another dose, or the depositor's remark. Unless noted, calls come from the whole dose curve; as a rule, active = well fitted curve in the direction sought with a large enough effect; inconclusive = small, poorly fitted or top-dose-only effect, or another doubt; inactive = no such curve, though single readings can be large; an effect the other way counts as inactive or inconclusive. Random draw from the library (roughly 1.6% active in at least one column).

SMILES	Giardia kill	hERG WT inh	A-T KAP1 phos	TSHR antag	Tb PFK block	MLL CXXC-DNA inh	FBPA coupling cs	GALK inhibitor	TCR act	Chronic BCR inh
CCOC(=O)C1CCCN(CCC(=O)Nc2cccc(F)c2)C1 (configuration not stated)	13	17	20%	8	1%	7%	2	9%	13%	-2%
Cc1cc(C(=O)Nc2ccc3c(c2)OCCO3)c2ccccc2n1	1	-1	-4%	-6	-2%	0%	1	10%	-6%	?
COc1ccc(NC(=O)c2cccc(C(=O)Nc3ccc(OC)cc3)n2)cc1	/	/	4%	0	0%	-9%	3	12%	/	-3%
CCCCCCn1c(CN2CCN(Cc3ccccc3)CC2)nc2c1c(=O)n(C)c(=O)n2C	6	11	2%	-7	5%	4%	-1	4%	-5%	?
CC(=O)Nc1cc(NC(C)=O)cc(C(=O)N2CCCC3CCCCC32)c1 (configuration not stated)	-15	-3	2%	9	?	5%	0	-1%	0%	?
O=C(CSc1nnc(-c2ccccc2)n1-c1ccccc1)c1cccs1	-5	1	-3%	-22	-4%	-5%	-1	-1%	3%	?
COc1ccc(CN2C(=O)c3cccnc3C2=O)cc1S(=O)(=O)N1CCOc2ccc(Cl)cc21	9	2	3%	13	2%	0%	/	4%	-4%	1%
Cc1ccc(-n2cc(C(=O)c3cc(Cl)ccc3O)cc(C#N)c2=O)cc1	10	1	3%	-8	-2%	20%	-2	0%	1%[46.1 µM]	?
CCN(CC)CCN(C(=O)C1=COCCO1)c1nc2cc3c(cc2s1)OCO3	9	10	-2%	-8	-7%	1%	3	0%	4%	-13%
O=C(O)C(=O)Nc1nc(-c2ccc3c(c2)OCCO3)cs1	17	11	-2%	6	0%	4%	11	0%	-9%	2%
COc1ccc(C(=O)N2CCCC(Nc3ccc(F)c(F)c3)C2)c(OC)n1 (configuration not stated)	3	2	2%	-1	4%	-4%	/	6%	-79%	?
CCOC(=O)c1c(C)[nH]c(C(=O)CN2C(=O)NC(C)(c3ccc(C)cc3)C2=O)c1C (configuration not stated)	-11	2	/	21	0%	-3%	-1	0%	-1%	?
Cc1ccc(-n2nc3c(c2NC(=O)c2ccco2)CS(=O)(=O)C3)cc1C	18	2	1%	0	0%	45%[activator]	/	-2%	-7%	0%
O=C(NCc1cccc(Cl)c1)C1CCC(=O)N(CCCN2CCOCC2)C1 (configuration not stated)	-5	-17	6%	-4	-2%	-1%	0	/	2%	0%
Cc1c(C(=O)N2c3ccccc3CC2C)oc2ccccc12 (configuration not stated)	-5	3	32%	-26	2%	-6%	/	-3%	-4%	-3%
CC(=O)Nc1nc(SCc2ccc(Cl)cc2Cl)n[nH]1	2	3	0%	33	-2%	0%	-3	0%	-3%	1%
Cc1cc(O)c(C(C)C)cc1NC(=O)Cn1nc(C)c2ccccc2c1=O	8	0	-4%	1	-7%	3%	4	0%	1%	0%
O=C(c1cccn(Cc2cccc(Cl)c2)c1=O)N1CCOCC1	-9	2	-2%	6	24µM*	-3%	0	-6%	2%	-8%
CC1=CC(=O)C=C(C)C1=NOc1ccc([N+](=O)[O-])cc1	-19	-3	-1%	-12	0%	1%	-1	0%	/	?
O=C(CCn1nc(-c2ccccc2)ccc1=O)N1CCCC1	-8	-9	-5%	0	-14%	2%	-3	-2%	-15%	?
CC(=O)c1ccc(NC(=O)C(C)NCc2ccccc2Cl)cc1 (configuration not stated)	-6	1	1%	19	7%	0%	4	2%	-7%	-11%
CCn1c(SCC(=O)Nc2nc(C)c(C)s2)nc2cccnc21	-21	7	-1%	-9	1%	-3%	3	0%	1%[46.1 µM]	-8%
CCc1nc2n[nH]c(N)c2c2c1CSC(C)(C)C2	6	2	/	2	-2%	0%	1	0%	0%[46.1 µM]	-5%
NS(=O)(=O)c1ccc(NC(CNS(=O)(=O)c2ccccc2)c2ccccc2)cc1 (configuration not stated)	-12	-6	8%	3	-2%	5%	3	0%	0%	2%
O=C(Nc1ccc(Cl)cn1)C1CCCN1S(=O)(=O)c1ccc(Cl)cc1 (configuration not stated)	5	-3	5%	-8	5%	-2%	-2	-1%	0%	1%
O=C(Nc1ccc(NC(=O)c2ccco2)c(Cl)c1)c1cccc([N+](=O)[O-])c1	-5	-2	-4%	-4	-2%	2%	0	12%	1%	1%
O=C(CCC(=O)NNC(=O)Nc1ccc(Cl)cc1)NCc1ccccc1	-19	25	4%	5	-4%	-4%	-1	1%	-1%	-1%
Cc1ccc(Nc2nc(CSc3nnc(-c4ccccc4)n3C)cs2)cc1	-27	-20	-2%	-3	0%	0%	-3	1%	0%[46.1 µM]	?
CCOc1cc(C(=O)NCCN2C(=O)S/C(=C\c3cccnc3)C2=O)cc(OCC)c1OCC	-28	/	9%	2	-3%	-8%	-9	1%	-1%[46.1 µM]	-1%
CSc1cccc(NS(=O)(=O)c2ccc(C(C)=O)cc2)c1	16	-6	-8%	-2	-12%	-7%	0	4%	3%	-1%
O=C(NCc1ccc(Cl)cc1)c1ccncc1	19	-5	-4%	3	-1%	1%	2	0%	7%	-1%
COC(=O)c1ccc(CSc2cc(C)c3ccccc3n2)o1	1	1	32µM*	-1	-1%	1%	-7	0%	3%	?
CC1=NN(c2ccccc2)C(=O)/C1=C\c1cn(-c2ccccc2)nc1C	-27	-5	-16%	16	2%	6%	-2	-5%	/	1%
O=C(CSc1ccncc1)Nc1ccc(S(=O)(=O)Nc2nccs2)cc1	-2	17	-1%	8	19µM*	-12%	13	1%	8%	1%
CC(=O)c1cccc(CN2CCCC(C(=O)Nc3cccc(-n4cccn4)c3)C2)c1 (configuration not stated)	-2	-4	16%	-3	0%	9%	/	5%	2%	1%
COc1ccc(C2CC(c3cccc(C)c3)n3ncnc3N2)cc1 (configuration not stated)	?	15	-7%	-10	-1%	10%	4	0%	1%	11%
CONC(=O)Nc1ccccc1[N+](=O)[O-]	-4	-13	-3%	19	-4%	7%	-2	2%	0%[46.1 µM]	-18%
COc1ccc(N(CC(=O)Nc2ccccc2C)S(=O)(=O)c2c(C)[nH]c(=O)[nH]c2=O)cc1	-16	-3	-2%	13	-2%	6%	-2	/	-1%	11%
CCCc1nc2ccc(NC(=O)c3cccs3)cc2c(=O)n1Cc1ccccc1Cl	-8	-7	0%	-3	-2%	16%	-2	1%	3%	1%
NCCCn1cnc2ccccc21	-1	-11	1%	-1	1%	-3%	3	-2%	1%	?

Of the compounds above, these contain a furan ring, fused or not:
SMILES	Giardia kill	hERG WT inh	A-T KAP1 phos	TSHR antag	Tb PFK block	MLL CXXC-DNA inh	FBPA coupling cs	GALK inhibitor	TCR act	Chronic BCR inh
Cc1ccc(-n2nc3c(c2NC(=O)c2ccco2)CS(=O)(=O)C3)cc1C	18	2	1%	0	0%	45%[activator]	/	-2%	-7%	0%
Cc1c(C(=O)N2c3ccccc3CC2C)oc2ccccc12 (configuration not stated)	-5	3	32%	-26	2%	-6%	/	-3%	-4%	-3%
O=C(Nc1ccc(NC(=O)c2ccco2)c(Cl)c1)c1cccc([N+](=O)[O-])c1	-5	-2	-4%	-4	-2%	2%	0	12%	1%	1%
COC(=O)c1ccc(CSc2cc(C)c3ccccc3n2)o1	1	1	32µM*	-1	-1%	1%	-7	0%	3%	?

(cont.)
SMILES	Giardia kill	hERG WT inh	A-T KAP1 phos	TSHR antag	Tb PFK block	MLL CXXC-DNA inh	FBPA coupling cs	GALK inhibitor	TCR act	Chronic BCR inh
CC(=O)Nc1ccc(NC(=O)C(C)OC(=O)CCCOc2ccc(Cl)c(C)c2)cc1 (configuration not stated)	-2	-10	5%	-1	-2%	-5%	/	7%	4%	13%
O=C(Nc1cccc(Cl)c1)C1C2C=CC3(O2)C1C(=O)N(CCN1CCCCC1)C3C(=O)NC1CCCCC1 (configuration not stated)	20	22	5%	1	1%	5%	-1	1%	-6%	1%
O=C(c1ccc(Cl)cc1)N1CCN(S(=O)(=O)/C=C/c2ccccc2)CC1	-28	18	1%	12	19%	/	/	/	7%	?
Cc1cc(C)c2c(N)c(C(=O)NCc3ccco3)sc2n1	-1	-5	4%	-9	-2%	-4%	0	-4%	-7%	?
CC(C)[C@H]1COCCS(=O)(=O)N1Cc1ccccc1-c1ccc(F)cc1	-8	1	4%	0	0%	/	/	/	6%[46.1 µM]	?
CCn1c(=O)cc(OCC(=O)N2CCCCCC2)c2ccccc21	7	-4	7%	-4	-3%	-2%	3	3%	1%	-1%
CCN(C(=S)NC(=O)c1ccco1)c1cccc2ccccc12	-11	-12	-1%	/	-3%	/	/	/	1%	0%
C[C@]12c3[nH]c4cc(-c5ccco5)ccc4c3CCN1C(=O)[C@@H](CC(=O)NCCC1=CCCCC1)C[C@@H]2C(=O)N1CCCCC1	19	-17	0%	-1	2%	/	/	/	3%[46.1 µM]	?
CC(=O)C1=C(O)C(=O)N(c2cccc(C(=O)O)c2)C1c1ccc(F)cc1 (configuration not stated)	-3	-23	5%	17	?	-5%	-3	1%	-3%[46.1 µM]	0%
